Screens as filed in PubChem.
GSK3beta inhib = human GSK3beta kinase inhibitors, primary screen, biochemical, cell-free homogeneous, HTS | Glycogen synthase kinase-3 beta (Homo sapiens), P49841 | GST-GSK3beta kinase, ADP-Glo luminescence, 60 min; hits give low values | activity score (negative = inhibition), % at 10 µM | 300,000 tested, 0.038% active | AID 2097, 2009;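 active means more than half of replicate wells score below -50%, meaning over 50% inhibition versus plate controls; inconclusive means some replicates but at most half score below -50%; inactive means no replicate scores below -50%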;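 further: 0% = median DMSO wells and -100% = median GW8510 positive control wells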
Target sequence (P49841 whole entry, looked up): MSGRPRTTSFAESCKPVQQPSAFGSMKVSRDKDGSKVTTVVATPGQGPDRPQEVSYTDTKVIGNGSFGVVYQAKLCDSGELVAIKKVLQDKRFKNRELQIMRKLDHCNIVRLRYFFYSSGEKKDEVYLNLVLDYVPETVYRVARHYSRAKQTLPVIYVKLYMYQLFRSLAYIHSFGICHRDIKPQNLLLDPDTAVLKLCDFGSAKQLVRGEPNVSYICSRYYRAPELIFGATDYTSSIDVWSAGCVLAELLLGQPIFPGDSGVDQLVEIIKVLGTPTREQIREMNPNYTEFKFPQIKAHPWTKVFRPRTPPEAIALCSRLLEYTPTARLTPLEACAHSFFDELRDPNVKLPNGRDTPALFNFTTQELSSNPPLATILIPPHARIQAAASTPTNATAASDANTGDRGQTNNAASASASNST
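Test system: GST-tagged human GSK3beta kinase, cell-free; evaluation: activity score scaled between in-plate DMSO and GW8510 controls; measured by: ADP-Glo luminescence; incubation: 60 min reaction, RT; benchmarks: DMSO and 20 µM GW8510; reagent: peptide substrate plus 25 µM ATP (final); medium: Tris/MgCl2 kinase buffer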
PolyA inh = polyadenylation inhibitors in yeast reporter cells, primary screen, luminescence, S. cerevisiae. calls only at 12 µM. AID 1875, 2009. S. cerevisiae SKY197-pL101 polyadenylation reporter, beta-gal luminescence; efflux-impaired pdr1/pdr3 knockout yeast; score 100 = 6 SD above DMSO. 300,000 tested, 0.02% active;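 active means lowest replicate activity score at least 50, where 100 means six control SD above control mean; inconclusive means lowest score under 50 but half or more replicates reach 50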;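 further: yeast exposed to compound for 9 h at 30 °C; higher score means more reporter readthrough which indicates perturbed polyadenylation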
HDAC3 inhib = HDAC3 deacetylase inhibitors, primary screen, biochemical, fluorescence, cell-free homogeneous; recombinant HDAC3, fluorogenic peptide/trypsin coupled; 320,000 tested, 0.15% active; inhibition, % at 8.3 µM; AID 2718, 2010; Histone deacetylase 3 (Homo sapiens), O15379; in the data active means inhibition above about 26%, passing the limit was not always enough; inconclusive means no clear call, values can overlap the other calls
GSK3 alpha inh = blockers of GSK3A enzyme activity – biochemical, luminescence, cell-free homogeneous, HTS, primary screen; Glycogen synthase kinase-3 alpha (Homo sapiens), P49840; GSK-3 alpha kinase, ADP-Glo luminescence, 60 min; inhibition, % at 10 µM; 320,000 tested, 0.1% active;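 in the data active means inhibition above about 50%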;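 further: GST-tagged GSK-3 alpha with peptide substrate and 25 µM ATP; 0% = DMSO neutral wells and 100% = GW8510 positive control wells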
Target sequence (P49840 whole entry, looked up): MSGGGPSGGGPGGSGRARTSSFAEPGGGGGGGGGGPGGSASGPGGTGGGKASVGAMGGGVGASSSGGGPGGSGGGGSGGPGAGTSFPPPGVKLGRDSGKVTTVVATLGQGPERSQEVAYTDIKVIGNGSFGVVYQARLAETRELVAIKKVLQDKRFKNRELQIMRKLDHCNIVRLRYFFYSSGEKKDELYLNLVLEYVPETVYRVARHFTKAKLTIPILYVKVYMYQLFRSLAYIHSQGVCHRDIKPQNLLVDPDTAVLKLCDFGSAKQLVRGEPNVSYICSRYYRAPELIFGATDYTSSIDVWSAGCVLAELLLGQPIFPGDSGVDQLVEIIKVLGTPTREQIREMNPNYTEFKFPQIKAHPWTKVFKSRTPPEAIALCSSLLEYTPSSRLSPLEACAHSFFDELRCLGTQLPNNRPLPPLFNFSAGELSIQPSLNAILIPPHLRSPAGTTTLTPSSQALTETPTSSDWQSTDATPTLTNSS
HSF-1 act = HSF-1 activators, primary screen, NIH3T3-HGL cells, MG132 stress, luminescence, single point; NIH3T3-HGL HSF-1 luciferase reporter, 8 h; 100% = twice DMSO control signal; activation, % at 9 µM; 300,000 tested, 1.7% active; AID 504408, 2011;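 active means mean replicate activation of at least 50% with a set share of replicates each reaching 50%; inconclusive means only one of those two conditions met; inactive means mean below 50% and too few replicates reaching it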;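 further: 0% = median of the neutral control wells and 100% = twice that signal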
HSP90 inh = HSP90 inhibitors, primary screen, cell lysate, luminescence; Rabbit reticulocyte lysate, luciferase refolding luminescence, 3 h; inhibition, % at 5.6 µM; 290,000 tested, 0.91% active; Heat shock protein HSP 90 (rabbit reticulocyte lysate; luciferase refolding);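 active means inhibition above the screen-wide mean plus 3 SD, computed separately per campaign, cut at about 16% in these data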;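 further: 0% = DMSO wells and 100% = 60 µM geldanamycin wells; inhibitors lower the luminescence because luciferase stays unfolded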
Dyrk1A ADPGlo = rat Dyrk1A kinase inhibitors, primary screen, biochemical, single point, plate reader | Dual specificity tyrosine-phosphorylation-regulated kinase 1A (Rattus norvegicus), Q63470 | ADP-Glo luminescence, NFATc1 peptide | inhibition, % at 12.5 µM | 310,000 tested, 0.43% active | AID 504441, 2011; in the data active means inhibition above about 50%;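 further: plate controls were vehicle with enzyme for no effect and no enzyme for full effect; many of its hits are not listed in these tables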
Platelet DG rel = inhibitors of platelet dense granule secretion, primary screen, cell-based, MLPCN, human platelets; 300,000 tested, 0.22% active; human platelet-rich plasma, SFLLRN dense granule ATP release, luminescence; inhibition, %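 (compounds screened at 7.5 µM in platelet-rich plasma)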;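 active means mean replicate score, as percent of positive control, at or above 50; inconclusive means mean below 50 but at least one replicate at or above 50; inactive means mean and every replicate below 50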
AI-2 QS modul = Vibrio harveyi AI-2 quorum sensing modulators, primary screen, JMH597 strain, luminescence/OD600 ratio. activity change, % at 7.5 µM. 300,000 tested, 0.4% active. AID 2094, 2009. Vibrio harveyi JMH597 AI-2 luminescence/OD600 ratio, 9 h; hits give low values; strain lacks LuxN and CqsS sensors; 0 = neutral-control median; in the data active means activity change below about -75%, passing the limit was not always enough; inconclusive means no clear call, values can overlap the other calls;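 further: luminescence divided by OD600 gain over 9 h not by final OD600 alone; inactives centre near 13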
HSF1 inhib = HSF1 inhibitors in luciferase reporter cells, primary screen, cell-based, NIH3T3, luminescence. NIH3T3-HGL HSE-luciferase, MG132-induced, luminescence 8 h; hits give low values. 300,000 tested, 0.77% active. activity change, negative = inhibition, % at 7.5 µM (by protocol);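 active means more than half of replicate wells show activity change below -50%, luminescence cut by over half; inconclusive means some wells, but at most half, below -50%; inactive means no replicate well below -50%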;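 further: luciferase reports HSF-1 transcriptional activity via heat shock element; 0% = median of DMSO wells and -100% = zero luminescence signal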
Numbers without * were called inactive; i = inactive; u = inconclusive; x = not tested or not shown. Some of the compounds tested; the hit share may differ from the screen's.

SMILES | GSK3beta inhib | PolyA inh | HDAC3 inhib | GSK3 alpha inh | HSF-1 act | HSP90 inh | Dyrk1A ADPGlo | Platelet DG rel | AI-2 QS modul | HSF1 inhib
COc1cccc(C(=O)Oc2c(CN3CCOCC3)cc(Cl)c3cccnc23)c1 | 3 | i | 0 | -3 | -23 | 1 | 6 | -2 | 29 | -21
CN(C)CCNC(=S)Nc1ccc(Br)cc1 | 1 | i | 5 | -2 | -1 | 5 | 6 | 3 | 16 | -3
Fc1ccccc1-n1[nH]nnc1=S | -7 | i | 7 | 0 | 7 | 2 | -3 | -2 | 14 | 12
O=C(/C=C/c1ccc(OCCCF)cc1)NCc1ccc(Cl)cc1 | 2 | i | 4 | -1 | 15 | -2 | 2 | 2 | -18 | 1
Cc1ccc(C(=O)Nc2ccc(C(=O)N/N=C/c3ccncc3)cc2)cc1 | -2 | i | 0 | -1 | 35 | -2 | x | -5 | 17 | 5
Cc1cccc(S(=O)(=O)CC(=O)Nc2nc(-c3ccccc3)cs2)c1 | 2 | i | 8 | 1 | -31 | 1 | 1 | 30 | 27 | -10
Cc1nn(C)c(-c2n[nH]c(=S)n2-c2ccccc2)c1Cl | 2 | i | 10 | 1 | 9 | 3 | -8 | 5 | 31 | -7
CCCCNC(C(=O)Nc1cccc(S(=O)(=O)N2CCOCC2)c1)c1ccccc1 (centres undefined) | 2 | i | 2 | -1 | 1 | 3 | x | -3 | 2 | -4
CCOC(=O)NC(=O)COC(=O)c1ccc(Sc2ncn[nH]2)c([N+](=O)[O-])c1 | -1 | i | 1 | -2 | -9 | 5 | 0 | -5 | 6 | -3
CCOc1ccc(S(=O)(=O)N2CCN(c3ccc(C)cc3C)CC2)cc1 | -6 | i | x | 0 | -4 | -3 | -2 | -2 | 8 | 0
Cc1cccn2cc(-c3cccc(S(=O)(=O)N4CCCCC4)c3)nc12 | 0 | i | 2 | 1 | -2 | -2 | 4 | 2 | 29 | 6
COc1ccc(CCNC(=O)COC(=O)Cc2cc(OC)c(OC)c(OC)c2)cc1 | -1 | i | 4 | -1 | 4 | -5 | -4 | -2 | 20 | -4
Cn1c(CNC2CCCCC2)nc2ccccc21 | 1 | i | -1 | -1 | 16 | 5 | -1 | -4 | 15 | -1
CN(C)c1ccc(C(c2nnnn2CCOC(=O)Nc2ccc(Cl)cc2)N2CCOCC2)cc1 (centres undefined) | 1 | i | x | x | 14 | 1 | -8 | -6 | 23 | -13
NC(=O)Nc1ccccc1C(=O)NCCc1ccccc1 | -1 | i | 3 | 2 | 31 | 0 | -1 | -6 | 25 | 11
C=CCn1c(SCC(=O)NCCCC(=O)OCC)nc2scc(-c3ccco3)c2c1=O | 0 | i | 3 | -5 | -1 | -2 | x | 2 | 9 | 2
Oc1ccc(-c2n[nH]c(=S)n2-c2ccc3c(c2)OCCO3)c(O)c1 | 1 | i | 0 | 9 | -38 | 16* | 9 | 4 | 27 | -22
N#Cc1nc(-c2ccc(OCc3ccccc3)cc2)oc1NCc1cccnc1 | -5 | i | 5 | 0 | -4 | 3 | 17 | -9 | 14 | -5
CC(C)C(=O)NC(=O)[C@@H]1CCCN1C(=O)/C=C/c1ccccc1 | -4 | i | -4 | 0 | -12 | 1 | 9 | -6 | 15 | -1
Cc1c(C)c2ccc(OCC(=O)NCc3ccccn3)cc2oc1=O | -2 | i | -2 | -4 | 5 | -1 | 1 | 11 | 14 | -2
Cc1cc2cc(CCNC(=O)CC(C)C)c(=O)[nH]c2cc1C | 1 | i | x | x | 8 | -2 | x | -3 | 9 | 1
C=CCNC(=O)C1CCN(c2cc(C)nc(-c3ccccc3)n2)CC1 | 1 | i | 8 | -1 | 11 | -4 | -4 | 4 | 8 | -1
COc1cc(OC)cc(C(=O)NNC(=O)CNC(=O)c2ccc(Br)o2)c1 | -1 | i | -3 | -3 | 12 | x | 3 | -3 | 18 | 2
COc1cccc(Cn2nc(C(=O)O)c3ccccc3c2=O)c1 | -5 | i | 1 | 1 | -7 | 5 | x | 3 | 38 | -4
COC(=O)c1c(NC(=O)COC(=O)CNC(=O)C2CCCCC2)sc(C)c1C | -1 | i | -4 | -1 | -7 | -3 | -1 | -3 | 43 | -2
Clc1ccc(-n2nnnc2CN2CCOCC2)cc1 | -2 | i | 0 | 0 | 10 | 0 | 2 | 0 | 31 | -2
Nc1nnnn1CC(=O)N/N=C/c1ccccn1 | -1 | i | -3 | -2 | 98* | -3 | -6 | -4 | 4 | 48
COc1ccc(OC)c(NC(=O)CCn2c(=S)[nH]c3ccccc3c2=O)c1 | 1 | i | 1 | 1 | -20 | 4 | -5 | -19 | 19 | -24
CCN1C(=O)/C(=C\N(C)C)c2ccccc21 | -1 | i | 1 | 1 | 1 | 0 | 0 | -2 | 18 | 0
CC1CN(C(=O)Cn2cc(S(=O)(=O)CC(=O)N(C)c3ccccc3)c3ccccc32)CC(C)O1 (centres undefined) | -9 | i | 5 | 2 | -1 | -4 | 1 | -12 | 14 | -3
CCC1CCCCN1C(=O)CCn1ccnc1 (centres undefined) | -3 | i | -9 | -2 | 4 | -1 | -4 | 5 | 35 | -3
COc1ccc(-c2c([C@H]3[C@@H]4C=CCC[C@@]4(C)C(=O)N3Cc3ccccc3)ccc3ccccc23)cc1OC | -3 | i | -7 | 2 | -29 | x | 1 | 0 | 12 | -17
O=[N+]([O-])c1ccc(N=NNc2ccccc2)cc1 | 1 | i | 4 | -2 | 36 | 4 | 13 | 0 | 16 | 20
O=C(NCc1ccc2c(c1)OCO2)c1cc([N+](=O)[O-])ccc1N1CCCCC1 | 3 | i | 1 | -2 | -6 | -1 | -6 | 18 | 16 | -9
C=CCNC(=O)CSCc1ccc(Br)cc1 | 0 | i | -6 | -5 | -10 | -2 | 1 | 1 | 8 | -1
N#Cc1ccccc1CSc1nc(O)cc(=O)[nH]1 | -1 | i | -7 | 4 | 24 | 5 | 12 | -2 | -3 | 0
Cc1ccccc1Cn1cnc2c(cnn2C(C)(C)C)c1=O | -5 | i | 2 | x | -1 | 1 | 6 | -17 | 25 | -1
O=C1C(=O)N(CCN2CCOCC2)C(c2ccccn2)/C1=C(/O)c1ccc(F)cc1 (centres undefined) | -1 | i | u | -2 | 20 | 4 | 1 | 3 | 0 | 0
COc1cccc(C(=O)N(Cc2cc3cc(C)ccc3[nH]c2=O)C(C)C)c1 | 0 | i | -1 | -2 | 1 | 1 | -4 | 1 | 7 | -4
Nc1cc2c(cc1[N+](=O)[O-])OCO2 | 1 | i | 4 | -4 | -2 | -1 | 0 | -1 | 18 | -2
O=C(NCc1ccccc1F)c1cccs1 | -3 | i | -1 | -1 | -12 | 4 | 1 | -1 | 29 | -9
COc1cc(S(=O)(=O)N2CCCC3(CCCCC3)C2)ccc1-n1cnnn1 | 3 | i | -6 | 0 | 7 | -2 | -11 | -4 | 42 | 5
CC(C)CCOc1cccc(OCC(=O)O)c1 | 3 | i | x | x | -2 | 1 | -2 | 2 | 85 | -3
N#Cc1cccc(C(=O)OCC(=O)N2CCCc3ccccc32)c1 | 6 | i | 3 | -1 | 7 | x | 6 | -36 | 3 | -3
O=C(CCC(=O)N1CCOc2ccc(Cl)cc21)NCCCN1CCN(Cc2ccccc2)CC1 | 1 | i | x | -1 | 17 | -2 | -2 | -4 | 23 | 5
COc1ccc(CNC(=O)C(C)N(Cc2ccco2)C(=O)c2snc(C(N)=O)c2N)cc1 (centres undefined) | 2 | i | 4 | -3 | -3 | 2 | 7 | -5 | 19 | 6
COc1ccc(CNC(=O)C2CSCCS2)cc1 (centres undefined) | 4 | i | -7 | 2 | 13 | -1 | -4 | 1 | 3 | -5
O=c1c(Cl)c(N2CCNCC2)cnn1C12CC3CC(CC(C3)C1)C2 | 2 | i | u | 0 | 3 | -3 | -6 | -9 | 17 | 0
COc1cccc(COC(=O)c2nn(-c3ccccc3)nc2N)c1 | 0 | i | -2 | -6 | 13 | -2 | -3 | 6 | 11 | -2
Cc1cccc(Nc2nc(N)c([N+](=O)[O-])c(NCc3ccccc3)n2)c1 | -5 | i | 13 | 7 | 20 | 3 | 18 | 7 | -4 | 8
The results go on:
SMILES | GSK3beta inhib | PolyA inh | HDAC3 inhib | GSK3 alpha inh | HSF-1 act | HSP90 inh | Dyrk1A ADPGlo | Platelet DG rel | AI-2 QS modul | HSF1 inhib
CCCC(=O)NCC(c1cccs1)S(=O)(=O)c1ccc(Cl)cc1 (centres undefined) | -3 | i | 0 | -1 | 5 | 3 | 1 | -6 | 27 | 0
CCCCn1c(N)c(N(CCC(C)C)C(=O)C2CC(=O)N(c3cccc(SC)c3)C2)c(=O)[nH]c1=O (centres undefined) | -2 | i | 0 | -1 | 13 | x | 10 | -5 | 18 | 10
COC(=O)[C@H](Cc1ccccc1)NC(=O)N1CCCCC1 | 2 | i | -2 | 1 | 12 | 2 | x | -2 | 6 | -1
O=C(c1ccccc1)C(O)(Cc1ccccc1)c1ccccc1 (centres undefined) | -3 | i | 3 | -2 | -4 | x | 15 | 21 | 8 | 0
CC(=O)c1[nH]c(C)c(C(=O)N2CCCC(Nc3cccc(F)c3)C2)c1C (centres undefined) | 0 | i | 0 | -1 | 38 | -1 | 3 | 1 | 6 | 16
Cc1cc(C(=O)NNc2ccc(C)c(C)c2)no1 | -1 | i | 2 | 0 | 17 | -2 | 0 | -7 | 1 | 7
Cc1ccc(NC(=S)NCCN2CCOCC2)cc1 | -1 | i | 1 | x | 10 | 2 | 2 | 1 | 3 | -6
CCCc1cc(N2CCC(C(N)=O)CC2)nc(-c2ccccc2)n1 | -2 | i | 0 | -1 | 2 | -4 | 1 | 4 | 16 | 1
CC(=O)Nc1ccc(NC(=O)c2sc3nc4c(c(-c5ccc(C)cc5)c3c2N)CCC4)cc1 | -4 | i | -5 | -1 | 1 | -1 | -3 | 5 | 1 | 8
COc1ccc(/C=N/NC(=O)CN2CCSCC2)cc1C | 2 | i | -6 | 2 | -13 | -2 | -6 | 13 | 27 | -5
Cc1cc(OCC(=O)N2CCOCC2)ccc1NC(=O)C1CCCCC1 | 1 | i | 2 | -2 | -13 | -3 | 3 | 2 | 21 | 3
